High-throughput results (PubChem)
Cycloheximide cs = Cycloheximide Counterscreen for Small Molecule Inhibitors of Shiga Toxin | max response, % | cell reporter, cycloheximide protein synthesis inhibition counterscreen | AID 2314, 2010 | 12% of 300,000 active; in the data active = max response mostly above about 13%, no sharp cut-off; inactive = mostly below about 14%; note: read at 38.3 µM for the half of the compounds with a filed dose; 0% is about no effect
Pf growth 96h = Primary qHTS for delayed death inhibitors of the malarial parasite plastid, 96 hour incubation; P. falciparum luciferase reporter growth, 96 h; Potency, µM (doses to about 28.7 µM), for inactives: top-dose activity change, negative = inhibition, usual class: inhibitors; 6.9% of 320,000 active; note: potency is the fitted concentration of half-maximal effect; % is set by controls: 0 for no effect and ±100 for the full control effect
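Two-generation exposure (96 h) targets delayed-death phenotype. Reporter parasites carrying integrated firefly luciferase, in red cells at 2% hematocrit and 0.05% parasitemia final, kept at 37 C, 5% CO2; luminescence loss indicates inhibition.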
Giardia FBPA inh = qHTS Assay for Inhibitors of Fructose-1,6-bisphosphate Aldolase from Giardia Lamblia; A8B2U2; purified Giardia FBPA; Potency, µM (highest dose often 59.6 µM), for the others: at the top dose activity, negative = inhibition, usual class: inhibitors; 0.71% of 290,000 active; note: potency is the fitted concentration of half-maximal effect; % is set by controls: 0 for no effect and ±100 for the full control effect; nearly all actives have a fitted effect of over 55% in size
Target sequence (A8B2U2 whole entry, looked up): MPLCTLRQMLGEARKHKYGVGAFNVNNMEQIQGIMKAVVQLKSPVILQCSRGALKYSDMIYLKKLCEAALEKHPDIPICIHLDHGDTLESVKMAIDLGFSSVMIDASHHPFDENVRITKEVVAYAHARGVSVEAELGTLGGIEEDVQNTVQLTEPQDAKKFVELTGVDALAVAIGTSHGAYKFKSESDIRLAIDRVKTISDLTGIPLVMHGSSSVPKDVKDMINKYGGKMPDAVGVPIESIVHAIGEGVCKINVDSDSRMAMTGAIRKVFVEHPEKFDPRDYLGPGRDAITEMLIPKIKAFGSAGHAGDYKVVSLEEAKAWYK
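Giardia FBPA (40 nM reagent) was preincubated 10 min at RT with compound (up to 57.5 uM final), then substrate plus GAPDH/TPI/NAD/arsenate coupling system with diaphorase/resazurin was added; resorufin fluorescence (525/598 nm) was read after 20 min.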
HCV inh = qHTS Assay for Inhibitors of Hepatitis C Virus (HCV); Huh7.5.1 HCVcc-Cre infection, luciferase reporter, 44 h; Potency, µM (titrated, usually from 41.8 µM), inactives show at the top dose activity change, negative = inhibition, most hits filed as inhibitors; 3.4% of 340,000 active; note: potency is the fitted concentration of half-maximal effect; % is set by controls: 0 for no effect and ±100 for the full control effect
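Antiviral activity was scored by luciferase reporter output from cells infected with HCVcc-Cre (~0.5 moi) in presence of compound, 44 h infection period, cells seeded 1,000/well 4 h prior.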
Pf growth 48h = Primary qHTS for delayed death inhibitors of the malarial parasite plastid, 48 hour incubation; P. falciparum luciferase growth in erythrocytes, 48 h; Potency, µM (titrated, usually from 28.7 µM), without a hit: top-dose activity change, negative = inhibition, actives largely listed as inhibitors; 5.9% of 310,000 active; note: potency is the fitted concentration of half-maximal effect; % is set by controls: 0 for no effect and ±100 for the full control effect
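Cell-based growth assay: transgenic P. falciparum expressing firefly luciferase, cultured in red cells within RPMI 1640 containing 0.5% w/v Albumax, 24 mM bicarbonate and gentamycin. A drop in luciferase activity indicates inhibition.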
Shiga toxin inh = A qHTS for Small Molecule Inhibitors of Shiga Toxin; 9.2% of 290,000 active; Vero cells, Shiga toxin protein synthesis inhibition reporter; inhibition, % at 38.7 µM; in the data active = inhibition mostly above about 28%, no sharp cut-off; inactive = mostly below about 43%; note: 0% is about no effect
Numbers without * were called inactive; u = inconclusive; x = not tested or not shown; + = active, no number; & = joins results of further samples; [ ] = dose if it differs, or a comment. Unless noted, calls come from the whole dose curve; as a rule, active = well fitted curve in the direction sought with a large enough effect; inconclusive = small, poorly fitted or top-dose-only effect, or another doubt; inactive = no such curve, though single readings can be large; an effect the other way counts as inactive or inconclusive.

SMILES	Cycloheximide cs	Pf growth 96h	Giardia FBPA inh	HCV inh	Pf growth 48h	Shiga toxin inh
COc1ccc(CNC(=O)CN(C(=O)c2snc(C(N)=O)c2N)c2cccc(F)c2)cc1	-1	16%	-6%	1%	38%[activator]	-6
N#Cc1nc(-c2cccs2)oc1N1CCOCC1	5	-1%	1%	u	u	14
Cc1c(NC(=O)c2cc(CC(C)C)on2)c(=O)n(-c2ccccc2)n1C	-2	192%[activator]	0%	6%	x	-5
CSc1ccc(NS(=O)(=O)c2ccc(-n3cnnn3)cc2)cc1	5	u	x	4%	u	-21
Cc1ccc2nc(Cl)c3nnnn3c2c1	0	14%	11%	u	-10%	-3
CCN(CC)c1ccc(C(=O)N/N=C(\C)c2cccc(OC)c2)cc1	-2	-12%	3%	u	10%	22
Cc1occc1-c1nnc(SCC(=O)NC2(C#N)CCCC2)n1C	x	u	x	12%	1%	x
COc1ccc(S(=O)(=O)Nc2c(C(=O)O)[nH]c3ccc(OC)cc23)c(OC)c1	1	-29%	-5%	-23%	-6%	9
O=C(Cc1ccccc1)Oc1ccc(N2C(=O)C3CCCCC3C2=O)cc1 (stereo unspecified)	7	8%	1%	-2%	-4%	-1
COc1ccc(C(=O)Nc2ccc(C(=O)NCCc3ccccc3)cc2)cc1	10	17%	1%	-4%	61%[activator]	29
O=C(COC(=O)/C=C/c1nc2ccccc2s1)Nc1cccc(Cl)c1Cl	1	19%	7%	7%	6%	16
CCn1c(N2CCN(S(=O)(=O)c3ccc(OC)cc3)CC2)nc2ccccc21	-3	12µM*	10%	10µM*	u	-10
CCN(CC)C(=O)c1ccc(CS(=O)(=O)c2ccc(OC)cc2)o1	-4	u	3%	u	9%	-6
CCC(=O)N1CCN(c2ccccc2NC(=O)c2ccc(OC)c(Cl)c2)CC1	-1	7.4µM*	7%	-4%	x	2
CC(C)c1ccc(NC(=O)c2cccc(NC3=NC4CS(=O)(=O)CC4S3)c2)cc1 (stereo unspecified)	-3	u	-27%	15%	27%	-2
O=C(NCCc1cccc(F)c1)C1CCCN(c2nc3ccccc3s2)C1 (stereo unspecified)	-3	u	-10%	-11%	u	-12
Cc1ccc(S(=O)(=O)N2CCOCC2)cc1C(=O)NC(=S)N1CC(C)CC(C)C1 (stereo unspecified)	3	-23%	u	1%	-7%	15
Cc1oc2cc(OCC(=O)O)ccc2c(=O)c1Oc1ccccc1	-4	2%	11%	6%	x	33
N/C(=N\OC(=O)COc1ccccc1Cl)c1ccc(Cl)cc1	15*	u	0%	u	8%	+
CCC(=O)N1N=C(c2cccs2)CC1c1ccc(OC)cc1 (stereo unspecified)	1	u	3%	u	-22%	5
NS(=O)(=O)c1cccc(NC(=O)CSc2nc3nc(-c4cccs4)cc(C(F)(F)F)c3c(=O)[nH]2)c1	0	65%[activator]	14%	4%	20%	-18
COCCn1c(SCC(=O)Nc2nnc(C)s2)nnc1-c1ccncc1	-3	u	u	7%&13%	17%	-10
O=C(Cn1nnc2ccccc21)c1cccc([N+](=O)[O-])c1	3	u	3%	30%[activator]	5%	6
COc1ccccc1C1C(C(=O)NCc2ccccc2)=C(C)Nc2ncnn21 (stereo unspecified)	-4	7%	-4%	12%	0%	-6
COc1cc(/C=N\NC(=O)c2cccc(Cl)c2)ccc1Oc1ccc([N+](=O)[O-])cn1	17*	2%	-6%	-37%	u	54*
COC(=O)N(NC(=O)C(O)(CCC(C)C)CCC(C)C)c1ccccc1	-1	u	5%	-3%	18%	-8
CC(C)(C)C1CCC(=NNC(=S)NCc2ccccc2)CC1 (stereo unspecified)	11	u	-20%	4%	u	-8
Cc1cccc(NC(=O)c2nc[nH]c2C(=O)N2CCC(C)CC2)c1	x	u	x	18%	u	x
CCc1ccc(CCC(=O)Nc2ccc(OC)cc2)o1	7	37%[activator]	0%	-6%	-15%	-17
CNC(=S)NNC(=O)COc1ccccc1C	1	7%	-11%	-3%	-12%	-2
Cc1ccc(N2C(=O)N(c3ccc(C)cc3)C3CS(=O)(=O)CC32)cc1 (stereo unspecified)	1	u	2%	-7%	-7%	24
CC(=O)N[C@@H](C=O)[C@@H](O)[C@H](O)[C@H](O)CO	-2	x	4%	x	x	-4
O=C(O)c1c(Cl)cccc1Cl	x	-7%	x	3%	-10%	x
O=C(COc1ccc(Cl)cc1)Nc1cnn(Cc2c(Cl)cccc2Cl)c1	10	u	4%	u	-24%	2
NNc1ccc2nnc(C(F)(F)C(F)(F)C(F)(F)F)n2n1	-6	24%	-1%	0%	-14%	-11
COCCCNC(=O)CC(NCCCOC)C(=O)O (stereo unspecified)	-6	-11%	-16%	36%[activator]	-18%	4
CCOC(=O)c1ccc(COC(=O)c2cc(=O)[nH]c3ccccc23)o1	-2	x	-3%	-29%	-5%	24
CCN1C(=O)/C(=C\c2cccs2)C(C(=O)OC)=C1C	-3	u	5%	4µM*	x	-7
COc1ccc2[nH]c(C(=O)N3CCN(C)CC3)c(C)c2c1	7	38%[activator]	0%	7%	15%	-10
CC(=O)OCCNc1cc(Sc2nc3ccccc3[nH]2)c2nonc2c1[N+](=O)[O-]	-2	u	u	u	u	-10
CCCc1cc(=O)[nH]c(SCC(=O)c2cc(C)n(-c3c(C)n(C)n(-c4ccccc4)c3=O)c2C)n1	-2	-11%	4%	20%	4%	-4
COC(=O)C1=C(c2ccc(OC)c(OC)c2)C[C@@H]2CC[C@H]1N2C(=O)NC1CCCCC1	x	u	x	-23%	u	x
Cc1ccc(C(=O)NC(=S)NCc2ccccc2)cc1	16*	u	0%	0%	86%[activator]	45
C=C(C)CNC(=O)c1ccc2nc(Cc3ccc(OC)cc3)oc2c1	39*	-5%	-1%	6%	11%	39*
CC(C)OC(=O)c1ccc(OC(=O)c2cccnc2)cc1	12*	x	2%	-18%	21%	13
NC(=O)CC1C(=O)N(c2ccccc2)C(=S)N1NC(=O)c1ccccc1 (stereo unspecified)	27*	305%[activator]	u	3%	166%[activator]	32
CN(C)S(=O)(=O)N1CCN(Cc2ccccc2)CC1	-2	6%	3%	7%	x	34
CC(=O)Nc1ccccc1NS(=O)(=O)c1ccc(Cl)cc1	-4	x	4%	7%	x	-8
Nc1nnc(Cc2ccccc2F)s1	2	x	2%	-2%	27%	-10
c1ccc(OCCSc2nc3ccccc3o2)cc1	22*	u	-3%	2%	60%[activator]	99*
Cc1cccc(-c2noc(CN(C)S(=O)(=O)c3cc(Cl)ccc3Cl)n2)c1	-2	-17%	-2%	-12%	u	8
O=C(N/N=C1/CCSC1)c1cc(Br)ccc1O	5	24%	-4%	2%	-2%	21
C/C=C1\C(OC2OC(CO)C(O)C(O)C2O)OC=C(C(=O)OC)C1CC(=O)OCC1C(C)C(OC(=O)CC2C(C(=O)OC)=COC(OC3OC(CO)C(O)C(O)C3O)/C2=C\C)CC1C(CO)CO (stereo unspecified)	5	29%	-8%	17%	45%[activator]	-13
CCOC(=O)c1c(C)c(-c2ccccc2)n(CC(=O)N2CCN(C)CC2)c1C	-4	6%	-1%	2%	x	-16
COc1ccc(-c2cc(C)no2)cc1S(=O)(=O)Nc1cccc(C)c1	12	u	5%	10µM*	u	11
CC(=O)N1CCc2c(sc3c2c(=O)n(-c2ccccc2)c(=O)n3CC(=O)NCC2CCCO2)C1 (stereo unspecified)	-3	u	10µM*	14%	3%	-13
O=S(=O)(c1ccc(Cl)cc1)c1cnc(-c2cccnc2)nc1-c1ccccc1	-5	u	3%	-5%	u	-15
CCn1c(C)nc2cc(C(=O)NNC(=O)CCC3CCCCC3)ccc21	6	14%	4%	1%	14%	-6
c1ccc(Cn2c(Nn3cnnc3)nc3ccccc32)cc1	-1	11%	3%	-7%	-5%	-8
O=c1cc(C(F)F)oc2c1ccc1ccccc12	4	-29%	0%	u	23%	-15

Other compounds follow.
SMILES	Cycloheximide cs	Pf growth 96h	Giardia FBPA inh	HCV inh	Pf growth 48h	Shiga toxin inh
NCCCCCc1cn([C@@H](CO)C(=O)NCCCCCCCCCCC(=O)N2CCNCC2)nn1	x	2%	x	u	u	x
Cc1nn(C)cc1C(C)Nc1nc2nonc2nc1N1CCCCC1 (stereo unspecified)	-1	288%[activator]	5%	1%	19%	-10
CC(=O)N1CC2(CC(=O)OC(C)C)CN(C(C)=O)CC(CC(=O)OC(C)C)(C1)C2=O	-4	12µM*	3%	8%&11%	4%	-6
O=C1NCCN1CCN1C(=O)c2ccccc2NC1c1ccccc1 (stereo unspecified)	-3	0%	0%	31%[activator]	-1%	-10
